TrxR1 substrate: is turned over as a substrate by rat TrxR1; actives 0.01% (n = 390,000); Potency, µM (doses to about 114 µM), for the others: at the highest dose activity change, negative = substrate turnover; purified TrxR1 substrate turnover, NADPH consumption readout; AID 588456; further: potency means the concentration at half of the fitted maximal effect; on the % scale 0 is the no-effect control and ±100 the full control effect; nearly all actives have a fitted effect of over 50% in size
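Rat TrxR1, dispensed at 90 nM, was prereduced with 400 uM NADPH (final) for 5 min at ~22 deg C, then incubated with compound 15 min before 400 uM selenite. A first-read NADPH fluorescence drop versus no-compound background flagged substrates.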
GLS inhibitor: inhibitors of human glutaminase (GLS); Potency, µM (doses to about 45.5 µM), inactives show top-dose activity change, negative = inhibition, hits mostly inhibitors; actives 0.21% (n = 410,000); GLS enzymatic activity, qHTS titration; further: potency means the concentration at half of the fitted maximal effect; on the % scale 0 is the no-effect control and ±100 the full control effect
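Read-out is an Amplex red fluorescence increase coupled through glutamate oxidase and HRP, measured before and after 30 min room-temperature incubation. hKGA is in 45 mM KH2PO4 (pH 8.2) with 0.02% Tween-20; glutamine added as 1mM solution.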
rTrxR1 inhibitor: rat TrxR1 inhibition; Potency, µM (top dose mostly 114 µM), inactives show at the highest dose activity change, negative = inhibition, actives largely listed as inhibitors; O89049; actives 1% (n = 390,000); recombinant rTrxR1, NADPH fluorescence consumption, selenite substrate; further: potency means the concentration at half of the fitted maximal effect; on the % scale 0 is the no-effect control and ±100 the full control effect; nearly all actives have a fitted effect of over 65% in size
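Rat TrxR1 (90 nM in the dispensed reagent) was pre-reduced with 400 uM NADPH for 5 min at room temperature, then incubated with compound for 15 min. After 400 uM selenite was added, NADPH fluorescence (Ex 340/Em 450 nm) was followed for 8 min.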
IDH1 R132H inh: human IDH1 R132H inhibition; actives 0.093% (n = 390,000); IDH1-R132H enzyme, NADPH consumption, diaphorase/resazurin fluorescence; O75874; Potency, µM (series often up to 76.6 µM), without a hit: top-dose activity change, negative = inhibition, actives largely listed as inhibitors; AID 602179; further: potency means the concentration at half of the fitted maximal effect; on the % scale 0 is the no-effect control and ±100 the full control effect; nearly all actives have a fitted effect of over 65% in size
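IDH1-R132H (0.5 ug/mL) preincubated 30 min with compound, then NADPH (0.016 mM) and alpha-KG (2 mM) added; 80 min at RT, pH 7.5. Remaining NADPH coupled via diaphorase/resazurin to fluorescence (540/590 nm); concentration-response curves normalized to no-enzyme control.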
Pin1 inh: inhibitors of human Pin1; Q13526; Pin1 FP peptide displacement, HiFluor488, 10 min; Potency, µM (series often up to 115 µM), for inactives: top-dose activity, negative = inhibition, hits mostly inhibitors; actives 0.009% (n = 390,000); active means well fitted inhibition curve with a large enough effect in the polarisation, with a control signal flat, not every such curve was filed as active; inconclusive means small, poorly fitted or top-dose-only effect, or effect the other way, or a change in a side signal; inactive means no such curve, though single readings can be large or run the other way; the % refers to the polarisation; further: potency means the concentration at half of the fitted maximal effect; on the % scale 0 is the no-effect control and ±100 the full control effect
PGK inhibitor: blocks T. brucei phosphoglycerate kinase. P07378. PGK/GAPDH coupled, Kinase-Glo luminescence, 60 min. Potency, µM (highest dose often 57.5 µM), for inactives: at the top dose activity change, negative = inhibition, most hits filed as inhibitors. actives 0.043% (n = 380,000). AID 602233; further: potency means the concentration at half of the fitted maximal effect; on the % scale 0 is the no-effect control and ±100 the full control effect; nearly all actives have a fitted effect of over 60% in size
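Luminescent ATP detection (Kinase-Glo Plus) follows a 60-minute room-temperature incubation, with wells lacking PGK as controls. Buffer: 100 mM TEA (pH 7.6), 5 mM MgCl2, 0.01% Tween-20. Coupling enzyme GAPDH (100 nM final) supplies unstable 1,3-BPG in-well.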
PI4K2A block: blocks human PI4K2A kinase activity. purified PI4K2A, ADP-Glo luminescence, 1 h; hits give low values. AID 1346378. activity change, negative = inhibition, % at 76.9 µM. Q9BTU6. actives 0.13% (n = 420,000); in the data active means activity change below about -50%; inconclusive means mostly about -30% to -49%;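 further: -100% = wells without enzyme as full effect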
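ADP-Glo luminescence measured ADP generated by PI4K2A enzyme (4 ug/mL before mixing) with 1.2 mM PI substrate (pre-mix) and 300 microM ATP (pre-mix). Tris pH7.5 buffer with MgCl2, Triton X-100; 1 h reaction at ambient temperature.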
HP1b chromo inh: HP1-beta chromodomain-methylated histone interaction inhibition. P83916. AlphaScreen HP1-beta / biotin-H3K9me3 peptide binding. Potency, µM (titrated, usually from 114 µM), without a hit: top-dose activity change, negative = inhibition, hits mostly inhibitors. actives 0.56% (n = 390,000). AID 540317; further: potency means the concentration at half of the fitted maximal effect; nearly all actives have a fitted effect of over 70% in size; inactives centre near 23
Target sequence (P83916 whole entry, looked up): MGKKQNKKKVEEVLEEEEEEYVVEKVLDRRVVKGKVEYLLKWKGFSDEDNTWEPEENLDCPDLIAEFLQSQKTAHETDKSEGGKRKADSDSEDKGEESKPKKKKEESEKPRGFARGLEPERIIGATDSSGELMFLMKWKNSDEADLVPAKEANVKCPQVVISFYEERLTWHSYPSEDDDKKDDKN
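Compound inhibition of the preformed complex between 50 nM HP1-beta and 50 nM biotinylated H3K9me3 peptide was read by AlphaScreen. Buffer was PBS pH 7.4 with 0.01% Tween-20. Incubations ran 30 min at room temperature, with 10 ug/mL donor/acceptor beads.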
USP1 inh: inhibitors of human USP1/UAF1 deubiquitinase. O94782. recombinant USP1/UAF1, Ub-Rhodamine cleavage fluorescence. Potency, µM (highest dose often 57.1 µM), inactives show at the highest dose activity change, negative = inhibition, hits mostly inhibitors. actives 0.23% (n = 390,000); further: potency means the concentration at half of the fitted maximal effect; on the % scale 0 is the no-effect control and ±100 the full control effect; nearly all actives have a fitted effect of over 60% in size; inactives centre near -12
Target sequence (O94782 whole entry, looked up): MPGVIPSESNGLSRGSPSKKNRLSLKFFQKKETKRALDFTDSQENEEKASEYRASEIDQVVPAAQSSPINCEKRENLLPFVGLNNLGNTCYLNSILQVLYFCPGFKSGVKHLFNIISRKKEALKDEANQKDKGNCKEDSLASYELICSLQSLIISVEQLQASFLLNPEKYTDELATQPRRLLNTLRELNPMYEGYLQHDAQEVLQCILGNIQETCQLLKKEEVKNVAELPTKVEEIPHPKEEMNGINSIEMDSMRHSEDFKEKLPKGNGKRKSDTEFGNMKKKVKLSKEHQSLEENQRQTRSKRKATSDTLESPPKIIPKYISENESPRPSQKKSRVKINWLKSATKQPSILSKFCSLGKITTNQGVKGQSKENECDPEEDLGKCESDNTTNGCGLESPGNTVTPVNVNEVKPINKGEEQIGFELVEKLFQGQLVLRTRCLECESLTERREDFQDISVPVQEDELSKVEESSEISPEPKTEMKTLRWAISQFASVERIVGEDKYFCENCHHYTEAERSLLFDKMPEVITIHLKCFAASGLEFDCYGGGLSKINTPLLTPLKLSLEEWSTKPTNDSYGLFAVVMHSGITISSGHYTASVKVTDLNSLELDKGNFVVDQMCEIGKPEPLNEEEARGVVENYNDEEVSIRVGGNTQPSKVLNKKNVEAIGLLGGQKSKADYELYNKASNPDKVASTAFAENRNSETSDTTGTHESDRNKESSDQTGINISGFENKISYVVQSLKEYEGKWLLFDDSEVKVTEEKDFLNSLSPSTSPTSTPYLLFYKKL
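USP1/UAF1 complex at 1 nM was preincubated with compound for 15 min at room temperature, then Ub-Rho substrate (150nM final) was added. Fluorescence (480/540 nm) was read kinetically, 6 reads every 60 seconds.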
* marks the source's active call; other numbers are inactive results; i = inactive; ? = inconclusive; & = joins results of further samples; [ ] = dose if it differs, or a comment. Unless noted, the call rests on the fitted dose curve; in most records, active means well fitted curve in the direction sought with a large enough effect; inconclusive means small, poorly fitted or top-dose-only effect, or another doubt; inactive means no such curve, though single readings can be large; an effect the other way counts as inactive or inconclusive.

SMILES,TrxR1 substrate,GLS inhibitor,rTrxR1 inhibitor,IDH1 R132H inh,Pin1 inh,PGK inhibitor,PI4K2A block,HP1b chromo inh,USP1 inh
CCOc1ccc(C(=O)NCc2ccncc2)cc1,6%[57.1 µM],4%,8%[57.1 µM],1%,-4%,-5%,-2,11%,5%
CC(=O)Nc1ccc(S(=O)(=O)Nc2ccccc2N2CCOCC2)cc1Cl,-8%,27%,2%,-5%,-11%,-8%,6,10%,-4%
Nc1nnc(Cc2ccc(Cl)c(Cl)c2)s1,-11%,3%,-6%,4%,-2%,-6%,3,-6%,-7%
C=CC[C@@H](CC(=O)OC(C)(C)C)C(=O)OC[C@@H]1CCCN1C(=O)[C@@H](CC=C)CC(=O)N[C@H](CO)Cc1ccccc1,6%,-7%,19%,10%,-5%,-5%,-1,79%[activator],-24%
COc1cccc(C(=O)Nc2cccnc2)c1OC,3%,-7%,12%,-2%,-2%,-4%,5,47%[activator],-20%
O=C(CSc1ncnc2c1oc1ccccc12)NC1CCCCC1,16%,-9%,58%[activator],6%,-6%,-4%,-2,23%,?
CN(C(=O)c1ccccc1-c1ccccc1C(=O)O)c1ccccc1,5%,7%,33%,-3%,-3%,-7%,-8,31%,-1%
CC(C)(C)c1ccc(C(=O)NCCc2ccccc2)cc1,-4%,-6%,-8%,0%,-9%,-1%,-6,34%[activator],-25%
COc1ccc(S(=O)(=O)NCc2ccco2)cc1C(=O)N1CCCCC1,3%[57.1 µM],1%,7%[57.1 µM],-2%,-4%,1%,4,29%,-24%
O=C(Cc1cccs1)N/N=C/C=C\c1ccco1,-5%,1%,?,14%,12%,-4%,-11,-9%,-6%

(more compounds)
SMILES,TrxR1 substrate,GLS inhibitor,rTrxR1 inhibitor,IDH1 R132H inh,Pin1 inh,PGK inhibitor,PI4K2A block,HP1b chromo inh,USP1 inh
O=[N+]([O-])c1cc(Cl)ccc1Nc1ccccc1,-4%,-3%,4%,3%,-1%,-2%,2,18µM*,-12%
Cc1ccc(CN(C)C(=O)CN2C(=O)NC3(CCCc4ccccc43)C2=O)c(C)c1 (centres undefined),-2%,12%,4%,1%,4%,7%,3,41%[activator],-10%
COc1ccc(NS(=O)(=O)c2cc(NC(=O)CCNC(C)=O)ccc2N2CCCCC2)cc1,-2%,12%,17%,5%,-5%,i,-2,14%,-12%
Cn1c(=O)c2c(nc(SCC(=O)NCC3CCCO3)n2C)n(C)c1=O (centres undefined),7%[57.1 µM],2%,20%[57.1 µM],1%,3%,4%,5,17%,-10%
COc1ccc(NC(=O)C2Cc3ccccc3O/C2=N\O)cc1 (centres undefined),1%,-7%,6%,-6%,0%,9%,-2,44%[activator],-22%
O=C(c1ccccc1)N1CCN(CC#Cc2ccccc2)CC1,9%[57.1 µM],4%,8%[57.1 µM],6%,3%,i,-7,8%,-8%
CC(=C\c1ccccc1)/C=C1/SC(=S)N(C(C(=O)O)C(C)C)C1=O (centres undefined),-7%,18%,8%,-10%,?,-15%,-2,?,-21%
COC(=O)CSc1nc2ccccc2c(=O)n1C,-9%,5%,-8%,-4%,4%,0%,-5,27%,-4%
COc1ccc2c(c1)c1c(c(=O)n(-c3ccccc3C)c(=O)n1Cc1ccccc1C)n2C,14%,-5%,36%,10%,0%,i,-5,34%,-14%
COc1ccc(S(=O)(=O)N2CCOC2CNC(=O)C(=O)NCc2ccc(F)cc2)cc1OC (centres undefined),-2%,2%,10%,8%,-10%,-1%,-2,29%,-16%

The listing continues:
SMILES,TrxR1 substrate,GLS inhibitor,rTrxR1 inhibitor,IDH1 R132H inh,Pin1 inh,PGK inhibitor,PI4K2A block,HP1b chromo inh,USP1 inh
Cc1ccccc1C(=O)OC(C)CN1CCN(C)CC1 (centres undefined),7%[57.1 µM],4%,11%[57.1 µM],-2%,-6%,-9%,1,23%,-7%
COc1ccc(/C=C/C(=O)N(C)c2ccccc2C(=O)O)cc1,3%[57.1 µM],-2%,20%[57.1 µM],6%,-3%,-3%,1,15%,-14%
O=C(NCC(c1cccs1)N1CCOCC1)c1ccc(OCc2ccccc2)cc1 (centres undefined),-3%,4%,-1%,-1%,?,5%,-2,29%,-2%
C=CCn1c(SCC(=O)Nc2sc3c(c2C#N)CCC3)nnc1C1COc2ccccc2O1 (centres undefined),-8%[57.1 µM],22%,14%[57.1 µM],4%,55%[activator],0%,-7,4%,-28%
COc1ccccc1C(=O)NNC(=O)c1ccc(F)cc1,3%[57.1 µM],-3%,9%[57.1 µM],5%,-4%,-3%,0,28%,5%
CC(C)(C)NC(=O)CCN1CCOCC1,-17%,11%,-17%[57.1 µM],-2%,3%,-2%,0,22%,3%
NC(=O)CSc1oc(-c2ccco2)nc1S(=O)(=O)c1ccc(Br)cc1,7%[57.1 µM],-5%&-9%,?,0%&21%,18%&24%,1%&-9%,-1&-7,25%&-4%,?
O=C(CSc1nnc(CNC(=O)c2cccs2)o1)Nc1ccc(Br)cc1,4%,-5%,28%,0%,-5%,-3%,2,21%,-23%
CCc1cc(C(=O)Nc2ncccc2O)sc1C,-5%,17%,11%,-9%,5%,-13%,-2,38%,-19%
COc1ccc(NC(=O)Cn2cc(C(=O)C3CCCCC3)c3ccccc32)cc1,5%,-7%,36%[activator],4%,?,-6%,0,24%,?

Continued:
SMILES,TrxR1 substrate,GLS inhibitor,rTrxR1 inhibitor,IDH1 R132H inh,Pin1 inh,PGK inhibitor,PI4K2A block,HP1b chromo inh,USP1 inh
CCc1ccc(OCc2nc(-c3ccc(OC)cc3)no2)c(Br)c1,-1%[57.1 µM],-8%,17%[57.1 µM],-11%,2%,-3%,-3,203%[activator],-18%
Cc1ccc(-c2onc(C)c2C)cc1S(=O)(=O)NCc1cccs1,-3%[57.1 µM],0%,4%[57.1 µM],7%,9%,i,2,89%[activator],-18%
CC(C)(C)NC(=O)C1Cc2ccccc2CN1S(=O)(=O)c1ccc(F)cc1 (centres undefined),-15%[57.1 µM],0%,-28%[57.1 µM],0%,4%,0%,0,36%,-20%
O=C1NCCCN1Cc1ccc(F)cc1Cl,5%,-2%,17%,1%,?,-7%,1,27%,5%
Cc1nn(-c2cc(N3CCCC3)ccc2[N+](=O)[O-])c(=O)c2ccccc12,-13%[57.1 µM],-7%,-13%[57.1 µM],5%,7%,-2%,10,-17%,-2%
O=[n+]1c2c(n([O-])c3cc(Br)ccc31)CCCC2,-14%,2%,-20%,7%,-6%,-8%,1,27%,-9%
COc1ccc(-c2onc(C)c2C)cc1S(=O)(=O)NCCc1ccccc1,0%[57.1 µM],7%,10%[57.1 µM],5%,1%,-4%,0,17%,-20%
Cc1cccc(C(=O)OCC(=O)Nc2ccc3c(c2)OCCO3)c1,1%,-7%,26%,-6%,2%,-7%,0,44%[activator],-17%
CC12CCC(=O)N1C(C(=O)N1CCN(c3ccc([N+](=O)[O-])cc3)CC1)CS2 (centres undefined),2%[11.4 µM],0%,1%[11.4 µM],4%,0%,i,2,20%,-15%
COc1ccccc1CNC(=O)c1ccc2c(c1)nnn2C1CCCC1,2%[57.1 µM],11%,6%[57.1 µM],0%,0%,-1%,2,26%,-21%

Next entries.
SMILES,TrxR1 substrate,GLS inhibitor,rTrxR1 inhibitor,IDH1 R132H inh,Pin1 inh,PGK inhibitor,PI4K2A block,HP1b chromo inh,USP1 inh
O=C(CCNC(=O)c1ccccc1)NCCCc1ccccc1,6%,-1%,22%,3%,8%,-5%,1,34%,-12%
COc1ccc(C(=O)NCc2nnc(SCC(=O)N3CCCCC3)o2)cc1OC,2%,19%,1%,3%,2%,7%,-5,32%,-8%
O=C(Nc1cc(C(F)(F)F)ccc1N1CCOCC1)c1cn2ccccc2n1,53%[activator],-2%,39%[activator],4%,-1%,-1%,5,22%,-17%
O=C(CN1CCOCC1)Nc1ccccc1Sc1ccc(Cl)cc1,-10%,1%,-10%,0%,1%,5%,2,25%,-9%
O=C(c1ccccc1)N1CCCCC(Sc2nnc3ccccn23)C1=O (centres undefined),8%[57.1 µM],0%,-9%[57.1 µM],3%,-3%,-8%,-3,26%,-6%
COc1ccc(N2CCN(c3ncnc4scc(-c5ccccc5)c34)CC2)cc1,6%,14%,23%,1%,2%,-5%,6,?,-27%
Cc1ccc(NC(=O)Cn2nc3c(cc2=O)CCCC3)cc1Cl,3%[57.1 µM],-25%,23%[57.1 µM],-3%,-2%,8%,1,20%[57 µM],-18%
Cc1cc(/C=C(\C#N)C(=O)NCc2cccs2)c(C)[nH]1,-6%[57.1 µM],1%,36%[57.1 µM],3%,?,-8%,-7,30%,-14%
CC(=O)Oc1ccc(/C(C)=N\N2CCN(Cc3ccc(Cl)cc3)CC2)cc1,-7%,-5%,13%,-1%,6%,0%,4,6%,-15%
Cc1cccc(NC(=O)Nc2nnc(-c3ccccc3)o2)c1,5%,16%,16%,-22%,0%,17%,2,46%[activator],-11%
O=C(c1ccc(S(=O)(=O)N2CCCC2)cc1)N1CCCC(C(F)(F)F)C1 (centres undefined),-2%,4%,10%,1%,-10%,-4%,6,6%,-3%
C/C(=N\N=C1\NC(=O)C(CC(=O)NCc2ccccc2)S1)C(C)C (centres undefined),-3%[57.1 µM],8%,10%[57.1 µM],17%,0%,8%,8,24%,-6%

Some of the compounds tested; rates above refer to the full screens.
